Compound activity (PubChem BioAssay)
SENP8 inh: SENP8 protease inhibitors, primary screen, biochemical, luminescence; Sentrin-specific protease 8 (Homo sapiens), Q96LD8; purified SENP8, Z-RLRGG-aminoluciferin cleavage; inhibition, % at 10 µM; hit rate 1.2% among 330,000; AID 2540, 2010
Target sequence (Q96LD8 whole entry, looked up): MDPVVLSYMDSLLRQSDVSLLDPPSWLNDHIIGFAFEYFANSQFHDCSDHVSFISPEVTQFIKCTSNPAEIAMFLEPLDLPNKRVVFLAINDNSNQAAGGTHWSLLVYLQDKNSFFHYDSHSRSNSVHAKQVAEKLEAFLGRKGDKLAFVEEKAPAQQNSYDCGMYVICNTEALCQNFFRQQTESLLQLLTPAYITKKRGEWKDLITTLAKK
Jurkat NFkB inh: inhibitors of induced NF-kB luciferase reporter, primary screen, TCR NF-kB activation inhibitor project, cell-based, luminescence, uHTS. AID 435003, 2010. hit rate 0.53% among 330,000. inhibition, % at 4 µM. Jurkat, PMA/ionomycin-induced NF-kB luciferase reporter
Gli-Sufu antag: Gli-Sufu pathway antagonists, primary screen, luciferase luminescence, Sufu-KO-LIGHT cells, uHTS | inhibition, % at 5 µM | hit rate 0.74% among 340,000 | Sufu-KO-LIGHT fibroblasts, Gli luciferase reporter luminescence;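 active = inhibition above about 55%, limit read from the data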;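 note: 0% = DMSO-treated cells and 100% = wells with medium but no cells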
CCR6 antagonist: CCR6 receptor antagonists, primary screen, cell-based, CHO-K1, luminescence, beta-arrestin, uHTS | C-C chemokine receptor type 6 (Homo sapiens), P51684 | CHO-K1 CCR6 PathHunter beta-arrestin, CCL20-stimulated | inhibition, % at 20 µM | hit rate 0.49% among 340,000 | AID 493098, 2011;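 active = compounds whose inhibition of the agonist-driven luminescence signal at 20 µM reaches about 50%, limit read from the data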;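 note: cells stimulated with CCL20 at 14 nM final; plate controls were DMSO with CCL20 for no effect and DMSO without agonist for full effect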
697 NFkB inh: inhibitors of PMA/ionomycin-induced NF-kB reporter, 697 cells, primary screen, B-cell NF-kB inhibitor project, cell-based, luminescence, uHTS; inhibition, % at 4 µM; AID 435022, 2010; hit rate 0.33% among 330,000; 697 B-cell NF-kB luciferase reporter, 16 h; in the data active = inhibition above about 35%
Apaf1 inhib: inhibitors of human Apaf-1 apoptosome, primary screen, biochemical, DEVD-Rh110 fluorescence, uHTS. inhibition, % at 20 µM. reconstituted apoptosome caspase-3 activity. hit rate 0.71% among 330,000; active = inhibition of at least 40% at 20 µM;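 note: plate controls were DMSO wells for no effect and DEVD-CHO caspase inhibitor wells for full effect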
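Assay system: Apoptosome proteins | Medium: pH 7.5 Hepes buffer with CHAPS, BSA, DTT | Also added: Cytochrome c and DEVD-Rh110 substrate | Times: 30 min plus 50 min, RT | Detection: Rhodamine 110 fluorescence at Ex 480/Em 540 nm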
EBI2 block: EBI2 receptor antagonists, beta-arrestin recruitment, primary screen, cell-based, luminescence, 7a,25-OHC stimulation, uHTS; inhibition, % at 5 µM; hit rate 0.81% among 360,000; G-protein coupled receptor 183 (Homo sapiens), P32249; 7a,25-OHC stimulated; in the data active = inhibition above about 38%;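 note: enzyme fragment complementation signal reports receptor beta-arrestin coupling in cells; 0% = agonist plus DMSO wells and 100% = wells without agonist; some results beyond the cut were filed as inactive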
Target sequence (P32249 whole entry, looked up, the tested form may be a part): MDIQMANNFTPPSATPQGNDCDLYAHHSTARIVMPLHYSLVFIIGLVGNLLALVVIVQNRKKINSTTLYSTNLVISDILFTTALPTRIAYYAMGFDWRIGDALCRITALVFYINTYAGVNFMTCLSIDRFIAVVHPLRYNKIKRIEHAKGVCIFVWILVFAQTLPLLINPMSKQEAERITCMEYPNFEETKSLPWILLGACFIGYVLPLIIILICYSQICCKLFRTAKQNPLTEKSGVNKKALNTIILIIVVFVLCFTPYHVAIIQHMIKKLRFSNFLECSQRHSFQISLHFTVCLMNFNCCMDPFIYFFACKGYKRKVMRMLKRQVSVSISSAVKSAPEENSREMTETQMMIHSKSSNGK
UBC13 polyUb: UBC13 polyubiquitin chain formation inhibitors, primary screen, biochemical, TR-FRET, uHTS; Ubiquitin-conjugating enzyme E2 N (Homo sapiens), P61088; inhibition, % at 20 µM; hit rate 0.47% among 330,000; AID 485273, 2010; in the data active = inhibition above about 45%, passing the limit was not always enough; inconclusive = no clear call, values can overlap the other calls
Target sequence (P61088 whole entry, looked up): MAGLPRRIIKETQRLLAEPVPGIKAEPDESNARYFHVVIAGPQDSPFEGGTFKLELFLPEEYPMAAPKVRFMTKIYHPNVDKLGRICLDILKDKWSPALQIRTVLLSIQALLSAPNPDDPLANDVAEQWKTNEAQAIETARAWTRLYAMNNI
An asterisk follows results filed as active; u = inconclusive; x = no result given. Cut-off read from the data, not from the text of the source, unless noted: active = inhibition above about 50%; inactive = the rest. Not all compounds are listed, so the mix of outcomes need not match the whole.

SMILES	SENP8 inh	Jurkat NFkB inh	Gli-Sufu antag	CCR6 antagonist	697 NFkB inh	Apaf1 inhib	EBI2 block	UBC13 polyUb
Cc1nc(NC(=O)COC(=O)c2ccc(CO)cc2)c(Cl)cc1Cl	2	5	-5	1	8	0	-6	5
CC(=O)NS(=O)(=O)c1ccc(NC(=O)/C=C/c2ccc(C)o2)cc1	9	-10	0	10	12	-11	-3	-6
O=C(COC(=O)c1ccccc1NS(=O)(=O)c1ccc(Cl)cc1)NCc1ccccc1	-8	1	-2	-2	-2	12	-5	-5
Cc1ccccc1-c1nnc(SCC(=O)NC2CCCC2)n1C	10	8	-1	2	4	20	2	16
Cc1ccc(C(=O)CCC(=O)CCC(=O)O)cc1	3	-11	2	6	12	-10	-6	3
CC(Cc1ccccn1)NC(=O)CCc1nnc(C2CCCCC2)o1 (stereo unspecified)	-5	-23	0	-9	-7	9	1	-3
COc1ccc(S(=O)(=O)N(CCC(=O)O)Cc2ccccc2)cc1	-3	-13	4	-11	7	-8	-1	12
COc1ccccc1NC(=S)NNC(=O)c1ccncc1	-4	5	13	7	-1	-13	-7	-6
CCc1ccc(OCCOCC(O)CN2CCN(Cc3ccc(Cl)cc3)CC2)cc1 (stereo unspecified)	-9	13	22	5	-16	8	1	27
CCCNC(=O)NC1C(NC(=O)NCCC)N(C)C(=O)N1C (stereo unspecified)	-2	18	-3	14	12	-4	-9	1
CCCCOc1ccc(/C=C2/Sc3ccccc3C2=O)cc1	76*	-31	2	6	-119	4	-7	-28
O=C(NCc1cccnc1)c1cccc(S(=O)(=O)Nc2cccc(Cl)c2)c1	0	2	11	-3	-9	0	2	14
COC(=O)c1ccc(NC(=O)C2CCCN2S(=O)(=O)c2ccc(OC)cc2)cc1 (stereo unspecified)	4	6	-13	-6	4	0	-7	2
O=C(N/C(=C/c1ccco1)C(=O)N1CCOCC1)c1ccccc1Br	-5	-1	-4	7	-39	-16	-6	-9
COC1CCN(C(=O)CC2C(=O)NCCN2CC2CCCCC2)CC1 (stereo unspecified)	-4	19	8	-2	9	10	2	2
CCC(=O)c1ccc(OCC(=O)Nc2cccc(S(=O)(=O)N3CCCCCC3)c2)cc1	8	34	44	7	-29	21	-7	-2
CCN(CC)CCCN(C(=O)c1ccc(Br)cc1)c1nc(-c2ccc(OC)cc2)cs1	-6	-6	40	11	-4	27	0	26
O=C(Nc1cccc(C(=O)N2CCN(c3cccc(Cl)c3)CC2)c1)c1ccccc1	-2	12	4	3	-10	15	7	2
CCOC(=O)c1nn(-c2ccc(C)cc2)c(=O)cc1OCC(=O)N1CCN(c2ccccc2)CC1	6	0	-8	7	-23	13	15	-7
O=C(NCCCNC(=O)c1cncc(O)c1)c1cncc(O)c1	-1	0	1	3	-2	2	-4	0

4 of the entries above in order of the Jurkat NFkB inh value, largest number first:
Compound,Jurkat NFkB inh,CCR6 antagonist,697 NFkB inh,EBI2 block,UBC13 polyUb
CCc1ccc(OCCOCC(O)CN2CCN(Cc3ccc(Cl)cc3)CC2)cc1 (stereo unspecified),13,5,-16,1,27
Cc1ccccc1-c1nnc(SCC(=O)NC2CCCC2)n1C,8,2,4,2,16
O=C(NCCCNC(=O)c1cncc(O)c1)c1cncc(O)c1,0,3,-2,-4,0
O=C(N/C(=C/c1ccco1)C(=O)N1CCOCC1)c1ccccc1Br,-1,7,-39,-6,-9

Continued:
SMILES	SENP8 inh	Jurkat NFkB inh	Gli-Sufu antag	CCR6 antagonist	697 NFkB inh	Apaf1 inhib	EBI2 block	UBC13 polyUb
COc1ccc(-c2cc(C(F)(F)F)nc(-n3ccnc3)n2)cc1	-5	9	-1	10	-15	11	-1	-3
COc1ccccc1-c1csc(-n2ncc(C#N)c2N)n1	13	7	x	x	12	21	12	3
CCC[C@@H]1C[C@@H](C(=O)N[C@H]([C@@H](C)O)[C@H]2O[C@H](SC)[C@H](O)[C@@H](O)C2O)N(C)C1 (stereo partly specified)	12	3	-2	-14	29	-14	0	8
COC(=O)c1cc(NC(=O)C2CC(=O)NC(=NCc3ccc(OC)cc3)S2)cc(C(=O)OC)c1 (stereo unspecified)	-1	10	-3	3	13	-2	-11	9
COc1ccccc1N(Cc1ccccc1)S(=O)(=O)c1cccc(C(=O)Nc2ccc(C)cn2)c1	-10	-10	17	14	-29	19	2	0
COc1ccc(CNC(=O)c2csnn2)cc1	-7	-5	-1	-7	28	-4	-1	5
COc1ccccc1NC(=O)C(=O)N1CCCC1	-5	-4	-12	9	1	-2	-9	11
COc1cccc(C(=O)NCCS(=O)(=O)NCc2ccccn2)c1	1	10	-4	-1	11	0	-12	1
COc1ccccc1CCN=C(N)NS(=O)(=O)c1cccs1	-2	4	-8	5	19	-8	-9	7
Cc1ccc(CNC(=O)CC(C)S(=O)(=O)c2cc3c(cc2C)NC(=O)CO3)cc1 (stereo unspecified)	0	-11	-4	9	-3	-5	0	3
O=C(O)c1ccc(C2Nc3ccccc3C(=O)N2Cc2ccccc2)cc1 (stereo unspecified)	-2	10	-27	-1	3	7	-14	15
Cc1ccc(C(=O)NCC(=O)O)cc1S(=O)(=O)N1CCCCC1	-3	15	1	13	23	-1	-5	-2
Cc1ccc(CCNC(=O)C2CCN(S(=O)(=O)N3CCCCC3)CC2)cc1	-5	-4	36	11	-15	5	29	-2
CCOC(=O)c1c(C)oc2ccc(O)c(CN(C)C)c12	-1	-5	0	11	-11	0	-9	6
O=C(CCN1C(=O)/C(=C/c2cccs2)SC1=S)Nc1ccc(C(=O)O)cc1	6	0	-1	19	0	4	4	-9
Cc1nc2ccccc2c2nc(N)nn12	9	1	-137	2	17	-5	-1	2
Cc1ccc(S(=O)(=O)NCC(C)NC(=O)CN2CCOCC2)cc1 (stereo unspecified)	-3	3	-8	12	9	1	-3	-4
Cc1ccc(S(=O)(=O)N2CCOCC2)cc1C(=O)Nc1ccc(-c2cn3ccsc3n2)cc1	3	-6	4	0	-6	7	4	3
O=C(c1ccc(Br)s1)N1CCc2ccccc2C1	-11	-30	-45	11	-40	17	6	7
COc1cccc2cc(C(=O)NCc3ccc(C)cc3)c(=N)oc12	-10	-4	-11	12	-16	34	21	-12

Reformatted as labelled records: two of the compounds above
Cc1ccc(CNC(=O)CC(C)S(=O)(=O)c2cc3c(cc2C)NC(=O)CO3)cc1 (stereo unspecified)
  SENP8 inh: 0
  Jurkat NFkB inh: -11
  Gli-Sufu antag: -4
  CCR6 antagonist: 9
  697 NFkB inh: -3
  Apaf1 inhib: -5
  EBI2 block: 0
  UBC13 polyUb: 3

O=C(O)c1ccc(C2Nc3ccccc3C(=O)N2Cc2ccccc2)cc1 (stereo unspecified)
  SENP8 inh: -2
  Jurkat NFkB inh: 10
  Gli-Sufu antag: -27
  CCR6 antagonist: -1
  697 NFkB inh: 3
  Apaf1 inhib: 7
  EBI2 block: -14
  UBC13 polyUb: 15

Following part
SMILES	SENP8 inh	Jurkat NFkB inh	Gli-Sufu antag	CCR6 antagonist	697 NFkB inh	Apaf1 inhib	EBI2 block	UBC13 polyUb
COc1ccc(NC(=O)C2CCCN2C(=O)Nc2ccccc2)cc1OC (stereo unspecified)	-4	-20	3	1	-20	-6	-8	-6
COC(=O)C1=C(C)N(C)C(=O)NC1c1ccccc1 (stereo unspecified)	2	3	-2	0	8	-3	-3	8
NC(=O)CCN1CCN(C(=O)c2ccc3nc(Cc4cccc(Cl)c4)oc3c2)CC1	-5	-16	-4	4	-1	8	5	8
CCOC(=O)C1CCN(C(=O)c2cc(-c3ccncc3)nc3ccccc23)CC1	1	8	-16	15	20	-7	-5	-1
CCn1c(SCC(=O)Nc2ccc3c(c2)OCO3)nnc1C(C)C	10	9	13	2	19	-2	2	-7
O=C(Nc1ccncc1)C1CC1c1ccccc1 (stereo unspecified)	-1	11	14	-9	-44	0	-5	-15
Nc1nonc1-n1nnc(C(=O)N/N=C/c2cccc(Cl)c2Cl)c1CN1CCCC1	1	-13	-15	-1	-22	13	6	-10
COc1ccc(NC(=O)C2CC(=O)n3c(nc4ccccc43)N2)cc1 (stereo unspecified)	-1	-9	-3	2	23	-6	-3	-2
CC(C)NC(=O)c1ccccc1NC(=O)/C=C/c1cccc([N+](=O)[O-])c1	-11	13	-1	-3	3	8	0	-10
CC(=O)c1cccc(OCc2cc(C(=O)N3CC4C[C@@H]5CC3C[C@H](C4)C5)no2)c1	-8	7	44	10	-48	19	9	1
COCCN1C(=O)N[C@@H](c2cccs2)C(C(=O)OC)=C1C	-7	-4	1	10	5	2	-11	4
COc1ccc(C2/C(=C(/O)c3ccccc3)C(=O)C(=O)N2CC(C)O)c(OC)c1 (stereo unspecified)	3	-8	-13	5	14	16	-7	-10
CC1(C)Cc2ccccc2-c2nc(NCCCO)[nH]c(=O)c21	3	1	-1	11	3	-29	11	23
Cn1c(CN2CCCCC2)nc2cc(NC(=O)c3cccs3)ccc21	-6	-33	-25	2	-34	0	-7	-5
CCNS(=O)(=O)c1ccc(NC(=O)c2ccccc2OCC)cc1	5	-7	-2	2	-7	-12	-2	1
CCNC(=O)NC(=O)c1csc([N+](=O)[O-])c1	-5	20	-3	-13	20	-6	0	-1
COC(=O)/C(=C\c1cccnc1)NC(=O)c1ccc(OCc2ccccc2)cc1	-3	8	0	13	-14	-5	0	-10
COc1ccc(N(Cc2ccc(N(C)C)cc2)C(=O)c2ccc(S(C)(=O)=O)cc2)cc1	8	11	-4	7	16	5	11	2
Cc1ccc(SCc2nc3ccccc3n2CC(=O)Nc2ccccc2)cc1	2	0	-1	19	28	5	5	8
CCc1noc(C)c1C(=O)N(CCOC)c1c(N)n(CC(C)C)c(=O)[nH]c1=O	8	-6	12	9	-8	5	-3	-13
Cc1ccc(NC(=O)c2c([N+](=O)[O-])cnn2C)cc1C	7	0	3	16	-3	6	8	-2
CCc1ccc(NC(=S)N2CCN(c3cccc(OC)c3)CC2)cc1	-8	-7	1	2	-1	-2	10	-9
C#CCOCCOCCOCCNc1nc(N2CCOCC2)nc(N2CCN(C(=O)Cn3cc(CC(C)O)nn3)CC2)n1 (stereo unspecified)	-11	-3	-3	2	-15	3	0	-1
CC(=O)Oc1ccccc1/C=C1\CCOC1=O	-5	3	0	0	6	-15	-8	3
COCCn1c(SCC(=O)Nc2ccccc2C)nc2c(oc3ccccc32)c1=O	-1	4	8	24	0	-1	4	-6
COc1ccc(NC2=Nc3ccccc3N3C2=Nc2c(c(C)nn2-c2ccc(C)cc2)C3c2cccnc2)cc1 (stereo unspecified)	3	15	-19	-4	18	6	18	-3
O=S(=O)(c1ccccc1)c1nc(-c2ccco2)oc1NCCCn1ccnc1	-3	9	-11	9	4	-2	-1	-1
CC(=O)c1c(C)[nH]c(C(=O)OCC(=O)Nc2ccc3c(c2)OCCO3)c1C	9	-43	0	-1	-8	0	-22	8
CCOc1ccc(NC(=S)N2CCN(S(C)(=O)=O)CC2)cc1	-3	9	2	4	-3	-12	15	9
Cc1ccc(-c2c(C)cc3oc(=O)cc(-c4ccccc4)c3c2C)cc1	x	x	15	46	6	21	16	x
C/C=C/c1ccc(OCCCCOc2ccccc2C(C)=O)c(OC)c1	-4	2	-11	16	-6	14	0	10
O=C(/C=C/c1ccccc1)N1CCN(c2c(Cl)cccc2[N+](=O)[O-])CC1	-2	-3	-12	15	13	16	95*	8
CCCN1C(=O)CC(Sc2ncccc2C(=O)O)C1=O (stereo unspecified)	-5	8	7	1	14	-3	-29	-1
CC(C)NC(=S)N=Nc1c(O)[nH]c2ccc([N+](=O)[O-])cc12	-4	16	5	29	29	-17	4	u
O=C(NC1CCCCCC1)C1CCN(S(=O)(=O)c2c(Cl)cccc2Cl)CC1	2	-4	-4	9	3	9	10	10
